Source: PubChem (several laboratories)
p47phox inh – p47phox/p22phox peptide binding inhibitors, primary screen, biochemical, uHTS, NADPH oxidase regulatory subunit; fluorescence polarization, 2 h; inhibition, % at 24.7 µM; 220,000 tested, 0.53% active;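 active = inhibition above about 30%, limit read from the data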;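 note: 0% = p47phox with labelled peptide and 100% = labelled peptide alone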
L929 necroptosis – inhibitors of zVAD-triggered necroptosis, primary screen, L929 cells; AID 1377, 2008; L929 zVAD necroptosis rescue, ATP luminescence, 24 h; with zVAD 60 µM; 220,000 tested, 0.38% active; viability rescue, % at 10 µM;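 active = activation, scaled between plate controls, above about 75%, limit read from the data; inactive = activation under that limit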;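 note: 0% = zVAD with DMSO and 100% = DMSO alone without zVAD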
Mdm2 ligase inh – MDM2-luciferase reporter signal enhancers, primary screen, MDM2 E3 ligase inhibitor project, cell-based, luminescence, 1536-well; E3 ubiquitin-protein ligase Mdm2 (Homo sapiens), Q00987; cell-based MDM2 ubiquitination luciferase reporter, 2 h; 0 = plate control, 100 = twice control, blank-subtracted; signal enhancement, % at 5 µM; 210,000 tested, 0.11% active; AID 1230, 2008;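 active = signal enhancement of 30% or more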;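 note: luminescence tracks abundance of the self-degrading MDM2-luciferase fusion protein; higher signal means inhibition of MDM2 E3 ligase activity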
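Assay system: stable mammalian line carrying autodegrading MDM2–luciferase fusion reporter; Input: 2000 cells in each well; Compound dosing: single-point 5 µM; Schedule: 2 h compound exposure at 37 °C; Signal: SteadyLite luciferase luminescence after 15 min room-temperature reagent incubation; Evaluation: % luminescence enhancement versus blank-corrected plate control mean; Benchmarks: plate controls and plate blanks.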
14-3-3 Bad inh – inhibitors of 14-3-3 zeta/Bad binding, primary screen, biochemical, TR-FRET, bovine 14-3-3 zeta | 220,000 tested, 0.71% active | 14-3-3 protein zeta/delta (Bos taurus), P63103 | TR-FRET 14-3-3zeta/Dy647-pBad peptide displacement, 1 h | inhibition, % at 21.7 µM;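 active = inhibition above about 70%, limit read from the data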;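 note: 0% = full 14-3-3 plus peptide FRET controls and 100% = background without 14-3-3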
Target sequence (P63103 whole entry, looked up): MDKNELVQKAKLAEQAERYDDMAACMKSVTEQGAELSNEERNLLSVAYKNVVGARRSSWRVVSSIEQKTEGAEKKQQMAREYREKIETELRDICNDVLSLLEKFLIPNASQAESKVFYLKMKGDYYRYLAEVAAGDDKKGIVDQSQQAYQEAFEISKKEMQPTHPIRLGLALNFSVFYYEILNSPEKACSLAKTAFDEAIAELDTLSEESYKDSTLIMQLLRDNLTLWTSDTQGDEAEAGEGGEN
Hck Nef HTS – inhibitors of Nef-activated human Hck kinase, primary screen, biochemical, Z-Lyte FRET, 384-well, Hck-YEEI | Tyrosine-protein kinase HCK (Homo sapiens), P08631 | Recombinant Hck-YEEI plus Nef, Z-Lyte FRET kinase assay | inhibition, % at 20 µM | 220,000 tested, 0.68% active;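 active = Hck-Nef kinase inhibition above about 50%, limit read from the data; inactive = inhibition below that limit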;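 note: 0% = DMSO with Hck plus Nef and 100% = Hck alone without Nef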
Target sequence (P08631 whole entry, looked up): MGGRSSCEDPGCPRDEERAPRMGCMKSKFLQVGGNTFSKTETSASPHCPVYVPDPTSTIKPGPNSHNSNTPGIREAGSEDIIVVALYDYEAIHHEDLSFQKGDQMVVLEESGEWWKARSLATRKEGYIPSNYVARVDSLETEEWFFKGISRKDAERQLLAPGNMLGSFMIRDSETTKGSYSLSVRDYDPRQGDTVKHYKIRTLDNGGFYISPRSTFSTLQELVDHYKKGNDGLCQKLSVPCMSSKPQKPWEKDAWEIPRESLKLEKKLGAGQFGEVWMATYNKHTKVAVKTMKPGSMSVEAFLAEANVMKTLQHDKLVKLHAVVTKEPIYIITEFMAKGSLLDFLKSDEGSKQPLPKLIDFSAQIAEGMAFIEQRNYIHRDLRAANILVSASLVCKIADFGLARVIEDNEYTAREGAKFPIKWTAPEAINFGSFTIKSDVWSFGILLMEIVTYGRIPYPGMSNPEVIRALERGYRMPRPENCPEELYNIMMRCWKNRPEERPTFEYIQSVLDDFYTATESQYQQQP
Runt-CBFb FRET – inhibitors of RUNX1 Runt–CBFb binding, primary screen, biochemical, FRET, Cerulean-Runt, Venus-CBFb, uHTS | Runt-related transcription factor 1 (Homo sapiens) + Core-binding factor subunit beta … | Cerulean-Runt/Venus-CBFb FRET ratio 530/480, 1 h | inhibition, % at 20 µM | 220,000 tested, 0.46% active | AID 1496, 2009;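 active = inhibition over about 50% at 20 µM in the single-dose screen, limit read from the data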;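 note: 0% = DMSO wells and 100% = excess unlabeled CBFb competitor control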
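Buffer or medium: Tris pH 7.5 buffer with BSA. Assay system: Cerulean-labeled Runt domain protein. Amount: each fluorescent fusion protein 100 nM. Read-out basis: loss of energy transfer signal. Incubation: 1 h compound exposure, room temperature. Probe or stimulus: Venus-CBFb binding partner, 100 nM. Detection: FRET, excitation 422 nm, emission at 530 and 480 nm.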
Runt-SMMHC FRET – inhibitors of RUNX1 Runt–CBFb-SMMHC binding, primary screen, biochemical, FRET, Cerulean-Runt, Venus-CBFb-SMMHC, uHTS; Cerulean-Runt/Venus-CBFb-SMMHC FRET ratio 530/480, 1 h; inhibition, % at 20 µM; 220,000 tested, 0.74% active; AID 1434, 2008;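 active = mean inhibition across duplicate retests at 20 µM reaching about 50%, limit read from the data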;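 note: 0% = DMSO wells and 100% = wells with excess untagged CBFb-SMMHC; inhibitors lower the FRET ratio by blocking Runt binding to CBFb-SMMHC; some results filed as inactive read as strong as hits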
Tb hexokinase – Trypanosoma brucei hexokinase 1 inhibitors, primary screen, biochemical, G6PDH-coupled NADH absorbance, MLSCN library. hexokinase 1 [Trypanosoma brucei]. recombinant TbHK1, G6PDH-coupled NADH A340. inhibition, % at 10 µM. 220,000 tested, 0.11% active. AID 1430, 2008;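 active = inhibition of 50% or more in the single-dose primary screen; inactive = inhibition below 50%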
EBV gp42 inh – Epstein-Barr virus gp42 inhibitors, primary screen, biochemical, uHTS, fluorescence polarization. Glycoprotein 42 (Epstein-Barr virus (strain AG876)), Q1HVG2. Fluorescence polarization binding assay, mP read-out. inhibition, % (tested at 21.74 µM). 220,000 tested, 0.42% active. AID 1085, 2008; in the data active = inhibition above about 50%
Target sequence (Q1HVG2 whole entry, looked up): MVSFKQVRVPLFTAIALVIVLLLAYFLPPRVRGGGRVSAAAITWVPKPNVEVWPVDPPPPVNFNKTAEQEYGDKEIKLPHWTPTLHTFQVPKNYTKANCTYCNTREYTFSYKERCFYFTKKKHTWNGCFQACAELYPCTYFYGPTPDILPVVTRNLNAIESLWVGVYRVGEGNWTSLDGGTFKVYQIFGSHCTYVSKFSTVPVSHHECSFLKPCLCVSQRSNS
Active calls of the source: *; nt = no result given; [ ] = dose if it differs, or a comment. Not a hit list; 3.2% or so of the library scored in one or more.

SMILES	p47phox inh	L929 necroptosis	Mdm2 ligase inh	14-3-3 Bad inh	Hck Nef HTS	Runt-CBFb FRET	Runt-SMMHC FRET	Tb hexokinase	EBV gp42 inh
O=[N+]([O-])c1cccc(/C=N/n2c(C3CCCCC3)n[nH]c2=S)c1	-9	2.6	-10	-2	2	9	15	-6	-9
Cc1c(C(=O)NN)sc(=S)n1C	-7	0.3	-7	0	19	0	-4	-29	5
Cc1cc(C)cc(N(CC(=O)NCc2cccnc2)S(C)(=O)=O)c1	-3	0.1	-24	-9	1	-1	12	5	-17
CC(=O)Nc1nonc1-c1nc2ccccc2n1CCC#N	-17	0.2	0	1	0	-2	1	-2	-10
CC(C)CNC(=S)N1CCC(NC(=O)C23CC4CC(CC(C4)C2)C3)CC1	-4	0.4	-7	-4	-7	-3	-4	0	-8
O=S(=O)(c1ccc2ccccc2c1)N1CCC(c2nc(-c3ccncc3)no2)CC1	26	0.5	-3	-4	0	-8	-3	-6	-5
O=C(N/N=C/c1coc2ccccc2c1=O)c1cc2ccccc2o1	-1	-0.1	-9	59[fluorescence artefact?]	49	-1	0	-18	-4
CC(C)(C)OC(=O)Nc1ncnc2c1ncn2C1OC(CO)C2OC(C)(C)OC21 (configuration not stated)	-12	0.9	7	-6	17	0	-4	-5	-12
NS(=O)(=O)c1ccc(Oc2ccc(S(N)(=O)=O)cc2)cc1	-2	-0.9	-3	-1	5	-2	-1	8	6
Cc1ccc(C(=S)N2CCN(Cc3ccccc3)CC2)cc1	-3	-0.3	-20	-16	14	52*	38	2	1
CC(C)C(c1nnnn1Cc1ccc(F)cc1)N1CCN(C2CCCCC2)CC1 (configuration not stated)	-5	0.7	-9	-4	2	0	1	-2	1
Nc1nc(NCCCN2CCOCC2)nc(Nc2ccccc2F)c1[N+](=O)[O-]	-17	0.3	-23	-17	13	-3	0	-65	-3
Cc1cc(C)n(-c2ccc(C(=O)O)cc2)n1	-6	0.5	-7	-16	6	2	2	30	-17
Cc1cc(C)n(CC(O)COc2ccccc2C(=O)Nc2ccccc2)n1 (configuration not stated)	1	0.3	-11	-6[fluorescence artefact?]	0	-2	2	5	-6
CCOC(=O)CNC(=O)C(=O)c1c(O)[nH]c2ccccc12	-15	-0.1	8	12	0	0	3	-20	-9
Cc1ccc(S(=O)(=O)c2nc(-c3ccc(F)cc3)oc2SCC(N)=O)cc1	18	0.7	-15	-1	0	-5	3	1	-5
Cc1noc(C)c1C(=O)N1CCCC1	0	-0.7	-21	0[fluorescence artefact?]	-1	-4	-3	-2	-22
Fc1cccc(F)c1CSc1nc2ccccc2[nH]1	-10	-0.2	-14	-19	1	0	3	1	-6
COc1cc(OC)c(NS(=O)(=O)c2cccc(C(=O)OCC(=O)NCC3CCCO3)c2)cc1Cl (configuration not stated)	5	2.4	-7	-10	10	-1	0	3	-5
CCc1cccc(C)c1NC(=O)C1C2CCC(O2)C1C(=O)O (configuration not stated)	-15	0.0	12	-4[fluorescence artefact?]	0	1	1	4	-17

Exported in markdown: entries from further up
| SMILES | p47phox inh | L929 necroptosis | Mdm2 ligase inh | 14-3-3 Bad inh | Hck Nef HTS | Runt-CBFb FRET | Runt-SMMHC FRET | Tb hexokinase | EBV gp42 inh |
| --- | --- | --- | --- | --- | --- | --- | --- | --- | --- |
| Cc1ccc(S(=O)(=O)c2nc(-c3ccc(F)cc3)oc2SCC(N)=O)cc1 | 18 | 0.7 | -15 | -1 | 0 | -5 | 3 | 1 | -5 |
| Cc1noc(C)c1C(=O)N1CCCC1 | 0 | -0.7 | -21 | 0[fluorescence artefact?] | -1 | -4 | -3 | -2 | -22 |
| Fc1cccc(F)c1CSc1nc2ccccc2[nH]1 | -10 | -0.2 | -14 | -19 | 1 | 0 | 3 | 1 | -6 |
| COc1cc(OC)c(NS(=O)(=O)c2cccc(C(=O)OCC(=O)NCC3CCCO3)c2)cc1Cl (configuration not stated) | 5 | 2.4 | -7 | -10 | 10 | -1 | 0 | 3 | -5 |
| CCc1cccc(C)c1NC(=O)C1C2CCC(O2)C1C(=O)O (configuration not stated) | -15 | 0.0 | 12 | -4[fluorescence artefact?] | 0 | 1 | 1 | 4 | -17 |

Complete entries from above. Order of screens: p47phox inh | L929 necroptosis | Mdm2 ligase inh | 14-3-3 Bad inh | Hck Nef HTS | Runt-CBFb FRET | Runt-SMMHC FRET | Tb hexokinase | EBV gp42 inh
Profile of Nc1nc(NCCCN2CCOCC2)nc(Nc2ccccc2F)c1[N+](=O)[O-] → -17 | 0.3 | -23 | -17 | 13 | -3 | 0 | -65 | -3
Profile of Fc1cccc(F)c1CSc1nc2ccccc2[nH]1 → -10 | -0.2 | -14 | -19 | 1 | 0 | 3 | 1 | -6
Profile of Cc1cc(C)n(CC(O)COc2ccccc2C(=O)Nc2ccccc2)n1 (configuration not stated) → 1 | 0.3 | -11 | -6[fluorescence artefact?] | 0 | -2 | 2 | 5 | -6

(continued)
SMILES	p47phox inh	L929 necroptosis	Mdm2 ligase inh	14-3-3 Bad inh	Hck Nef HTS	Runt-CBFb FRET	Runt-SMMHC FRET	Tb hexokinase	EBV gp42 inh
O=C(NCc1ccco1)c1ccc(NS(=O)(=O)c2cccc([N+](=O)[O-])c2)cc1	-10	4.7	0	-21	2	1	0	-4	9
O=C(Nc1ccccc1)c1ccc(CSc2ncccn2)cc1	-11	-0.1	-51	-2[fluorescence artefact?]	-2	1	6	1	-32
CN(C)c1oc(-c2cccs2)nc1C#N	-7	0.5	-6	41	1	1	-2	-30	-11
COc1ccc(/C=N/NC(=O)c2ccc(COc3ccccc3Cl)o2)cc1	1	0.2	-11	10	2	1	2	-24	3
Clc1ccc(CSc2ccc(-c3cccnc3)nn2)cc1	2	-0.1	-5	7	7	-1	-2	2	-1
O=C(CN(Cc1ccccc1)C1=NCCS1)c1ccccc1	0	-0.2	-11	3	1	0	0	-3	-15
O=[N+]([O-])c1cccc(/C=C/c2nc(C=Nc3ccc4ccccc4c3)c(O)o2)c1	19	-0.3	0	61[fluorescence artefact?]	-2	-15	-65	-7	-21
Cc1ccc(NC2Sc3ccccc3NC2=O)cc1 (configuration not stated)	-11	0.4	-42	0	22	33	36	4	-32
CCOC(=O)C1=C(C)NC(=O)C1CC(=O)Nc1ccccc1 (configuration not stated)	-10	0.4	-12	-7	6	4	-1	-6	-7
Cc1ccc(S(=O)(=O)C(C#N)=C2N(C)c3ccccc3N2C)cc1	-11	0.8	-25	-2	6	-1	-12	-9	-1
Nc1ccc(C(=O)C(=O)c2ccc(N)cc2)cc1	-1	0.6	-12	46	14	0	-6	-105	-15
C/C(CCc1ccc2c(c1)OCO2)=N\NC(=O)c1ccccc1Br	5	3.2	-22	6	19	0	-3	8	0
Cc1ccc(OCC(=O)N2CCc3ccccc32)c([N+](=O)[O-])n1	-5	2.1	-3	-17	23	4	1	-6	-10
O=C(CSc1nc(-c2ccco2)cc(C(F)(F)F)n1)N1CCc2ccccc2C1	-27	-0.3	0	0	9	-3	-4	-9	-13
O=C(COC(=O)CNS(=O)(=O)/C=C/c1ccccc1)NC1CCS(=O)(=O)C1 (configuration not stated)	1	1.2	6	0	-1	0	1	0	-4
Cc1ccccc1-c1cc(C(=O)Nc2sc(C(=O)OC(C)C)c(C)c2C#N)c2ccccc2n1	-30	0.5	-3	19	9	0	-1	-36	-8
O=C(CN1C(=O)NC2(CCc3ccccc32)C1=O)Nc1ccc(N2CCOCC2)cc1 (configuration not stated)	-4	-0.1	-6	9	8	0	0	1	-7
CCOC(=O)c1c(-c2ccc(C)cc2)csc1NC(=O)CCN1CCOCC1	-4	-0.2	-88	39	0	-3	-6	-8	-5
CCOc1ccc(NC(=O)NC2CC(=O)N(c3ccc(OC)cc3)C2)cc1 (configuration not stated)	-1	0.0	-21	2	24	1	2	7	-20
CC(=O)Nc1ccc(CN2CCCC(C(=O)c3ccc(C(F)(F)F)cc3)C2)cc1 (configuration not stated)	-9	1.1	-24	-3	-6	-1	3	-9	-9

An excerpt from above in order of their number in Hck Nef HTS, low to high:
compound | Hck Nef HTS
CC(=O)Nc1nonc1-c1nc2ccccc2n1CCC#N | 0
COc1ccc(/C=N/NC(=O)c2ccc(COc3ccccc3Cl)o2)cc1 | 2
Clc1ccc(CSc2ccc(-c3cccnc3)nn2)cc1 | 7

(next part)
SMILES	p47phox inh	L929 necroptosis	Mdm2 ligase inh	14-3-3 Bad inh	Hck Nef HTS	Runt-CBFb FRET	Runt-SMMHC FRET	Tb hexokinase	EBV gp42 inh
Cn1/c(=N/N=C/c2ccc(N3CCOCC3)cc2)sc2ccccc21	-16	3.2	-2	-8	-7	-5	-7	-3	-15
O=C(C1=C[C@H](c2csc3ccccc23)C[C@H](OCc2ccc(CO)cc2)O1)N1CCN(Cc2ccccc2)CC1	nt	-0.1	nt	12	6	-3	-3	-23	-23
COc1ccc(/C=N/NC(=O)c2cccnc2)cc1CN1CCOCC1	2	0.8	-2	-1	4	0	-4	-49	-14
COc1ccc(/C=C/C(=O)Nc2cccc(S(=O)(=O)NC3=NCCCCC3)c2)cc1	-60	1.6	-11	5	15	1	-2	-41	-12
Cc1c(N/C(=N/S(=O)(=O)c2cc([N+](=O)[O-])ccc2Cl)c2ccccc2)c(=O)n(-c2ccccc2)n1C	nt	-0.3	nt	-4	13	1	2	-2	-2
O=S(=O)(/C=C/c1ccccc1)N1CCN(c2nc(-c3ccccc3)nc3ccccc23)CC1	-22	0.4	-3	-7	-26	2	6	-9	-10
Cc1ccc(CN2C(=O)CCC2C(=O)N2CCN(c3ccccc3)CC2)cc1 (configuration not stated)	1	1.2	-17	4	12	0	-3	5	4
Nn1c(SCC(=O)Nc2ccc(F)cc2)nnc1-c1cccnc1	-10	-0.2	-3	-16	1	0	1	7	-15
O=S(=O)(NCCc1ccccc1)c1cccc(S(=O)(=O)N2CCOCC2)c1	5	1.2	-11	15	2	-3	-3	2	-15
O=C(Nc1nccs1)c1cc(-c2ccco2)nc2ccccc12	-9	0.1	-12	-1	31	-10	1	-8	33
COc1ccc(/C(O)=C2\C(=O)C(=O)N(c3cc(C)on3)C2c2ccc(OC)c(OC)c2)cc1OC (configuration not stated)	-9	0.7	-19	0	2	-3	-2	-17	-5
